Assay outcomes from PubChem BioAssay.
PABP1 MLLE inh: blocks PAM2 peptide binding to the PABP1 MLLE domain; inhibition, % at 20 µM; P11940; AID 588489; 0.36% of 360,000 active; GST-MLLE / FITC-PAM2 fluorescence polarization; in the data active = inhibition above about 35%, passing the limit was not always enough;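 also: plate controls were DMSO wells with GST-MLLE for no effect and wells lacking GST-MLLE protein for full effect; some results filed as inactive read as strong as hits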
SKN-1 inh: C. elegans SKN-1 inhibition; C. elegans VP596 Pgst-4::GFP/RFP ratio, acrylamide-induced, 24 h; inhibition, % at 21.8 µM; 0.49% of 360,000 active; AID 624304;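 active = interference check ratio from 0.5 to 1.5 plus GFP to RFP signal ratio inhibition reaching or exceeding a fixed threshold, cut at about 30% in these data, passing the limit was not always enough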; also: some compounds called inactive have numbers as strong as hits
Rin1-Abl PPI inh: inhibitors of human Rin1-Abl protein interaction | TR-FRET Rin1/Abl binding, biochemical | 0.4% of 360,000 active | inhibition, % at 7.35 µM | P00519+Q13671 | AID 588664; in the data active = inhibition above about 5%, passing the limit was not always enough
MT1-MMP act inh: MT1-MMP (human) activation inhibition; GFP/RFP ratio change, % at 20 µM; P50281; HT1080 RFP-PRO-GFP cells, GFP/RFP ratio fluorescence, overnight; percent of plate control window, DMSO zero; 0.061% of 360,000 active; AID 651647;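 active = GFP/RFP ratio change of at least 30% with cell ATP level not reduced by more than half and red fluorescence within 50% of control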; also: strong numbers were not always called active
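Read-out: GFP/RFP fluorescence ratio; Test system: RFP-PRO-GFP reporter HT1080 cells; Compound dosing: single-point 20 µM compound, 1% DMSO; Times: overnight compound exposure at 37 °C.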
Neddylation inh: cullin neddylation inhibition. P61081+Q13564. TR-FRET cullin neddylation, biochemical. calls only at 25 µM. 0.58% of 360,000 active; in the data active = inhibition above about 36%
Target sequence (P61081 whole entry, looked up): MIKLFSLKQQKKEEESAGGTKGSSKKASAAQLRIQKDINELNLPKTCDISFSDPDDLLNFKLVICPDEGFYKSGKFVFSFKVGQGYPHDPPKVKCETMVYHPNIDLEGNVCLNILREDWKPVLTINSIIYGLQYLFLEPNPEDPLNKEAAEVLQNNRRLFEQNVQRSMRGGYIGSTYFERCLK
Target sequence (Q13564 whole entry, looked up): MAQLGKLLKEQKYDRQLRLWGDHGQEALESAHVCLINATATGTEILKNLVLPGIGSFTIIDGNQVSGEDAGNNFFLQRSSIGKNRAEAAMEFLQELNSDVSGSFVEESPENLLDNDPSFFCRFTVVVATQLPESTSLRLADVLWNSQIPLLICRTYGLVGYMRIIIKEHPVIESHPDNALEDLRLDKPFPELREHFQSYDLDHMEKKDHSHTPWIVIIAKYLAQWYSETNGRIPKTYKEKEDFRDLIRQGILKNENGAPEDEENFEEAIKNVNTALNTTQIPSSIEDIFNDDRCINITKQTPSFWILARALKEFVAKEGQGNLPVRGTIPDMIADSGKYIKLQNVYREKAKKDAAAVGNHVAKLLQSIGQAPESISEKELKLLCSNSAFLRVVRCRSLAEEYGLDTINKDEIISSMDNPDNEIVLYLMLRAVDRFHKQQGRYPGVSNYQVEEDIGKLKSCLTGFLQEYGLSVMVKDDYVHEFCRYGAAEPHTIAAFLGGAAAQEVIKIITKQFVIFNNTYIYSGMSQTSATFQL
FAS TE block: inhibitors of human fatty acid synthase thioesterase domain | recombinant FAS-TE, OMFH fluorogenic substrate, fluorescence endpoint | inhibition, % at 15 µM | 0.67% of 360,000 active | AID 602261;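 active = compounds whose normalised, plate-corrected inhibition of enzyme fluorescence in the single-dose primary screen is 50% or more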;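 also: 0% = DMSO with enzyme and 100% = substrate without enzyme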
bovine MsrA act: bovine methionine sulfoxide reductase A activation; 0.3% of 360,000 active; AID 602163; activation, % at 10.6 µM; purified bovine MsrA, absorbance read-out; in the data active = activation above about 7.5%;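 also: 0% = vehicle and 100% = reference activator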
E coli Lon inh: inhibits E. coli Lon protease; inhibition, % at 7.94 µM; P0A9M0; 0.42% of 360,000 active; purified E. coli Lon protease, fluorescence polarization; in the data active = inhibition above about 13%, passing the limit was not always enough;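 also: 0% = enzyme with probe and DMSO and 100% = no enzyme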
CendR NRP1 mod: modulators of CendR peptide binding to human neuropilin-1. 0.85% of 360,000 active. inhibition, % at 25 µM. FAM-RPARPAR peptide binding to NRP-1, fluorescence polarization. O14786. AID 602438;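 active = inhibition or corrected inhibition above about 18%, plus a signal ratio from 0.5 to 1.5, limit read from the data, passing the limit was not always enough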; also: strong numbers were not always called active
An asterisk follows results filed as active; i = inactive; / = no result given.

Short forms – A = PABP1 MLLE inh; B = SKN-1 inh; C = Rin1-Abl PPI inh; D = MT1-MMP act inh; E = Neddylation inh; F = FAS TE block; G = bovine MsrA act; H = E coli Lon inh; I = CendR NRP1 mod
COc1ccc(CCNC(=O)COC(=O)/C=C/c2ccc(OCC#N)c(OC)c2)cc1
  A: -0.5; B: 0.6; C: 0.2; D: -0.3; E: i; F: -8.7; G: -0.3; H: -0.8; I: -1.7
COc1cc2c(cc1OC)CN(C(=O)c1cc(S(=O)(=O)N3CCCCC3)ccc1Cl)CC2
  A: -0.9; B: 11.9; C: -0.3; D: 2.3; E: i; F: 12.1; G: -2.6; H: -4.2; I: 7.5
O=C(NCc1cccs1)c1ccc2sc(COCCO)nc2c1
  A: 3.8; B: 2.9; C: -2.5; D: -1.1; E: i; F: -2.4; G: -1.0; H: -3.1; I: -1.2
COc1ccc2nc(N(Cc3ccccc3)C(=O)CCNC(C)=O)sc2c1
  A: -9.1; B: -15.1; C: 2.9; D: 5.7; E: i; F: -1.2; G: -0.7; H: -3.7; I: 5.5
COc1cc(/C=C/C(=O)OCc2csc(CC(=O)Nc3ccc(C)cc3)n2)ccc1OCC#N
  A: -40.0; B: 8.5; C: 4.4; D: -0.1; E: i; F: 12.3; G: -13.0; H: 6.7; I: 0.5
O=C(CCCCCN1C(=O)c2cccc([N+](=O)[O-])c2C1=O)NCCc1ccccc1
  A: 1.9; B: 0.5; C: 0.3; D: 1.3; E: i; F: 5.5; G: -6.4; H: -5.1; I: 17.9
NC(=O)COC(=O)c1c2c(nc3ccccc13)CCCC2
  A: 21.5; B: 8.5; C: -3.0; D: -0.9; E: i; F: -2.5; G: -1.6; H: 0.2; I: 6.8
Cc1cc(N/N=C/c2c[nH]c3ccccc23)c2ccccc2n1
  A: 14.0; B: 0.7; C: 2.2; D: -0.7; E: i; F: 7.9; G: -7.9; H: 3.8; I: -1.1
CCO[C@@H]1OC(C(=O)NCc2nc3ccccc3[nH]2)=C[C@H](C)[C@H]1CCCO
  A: -1.9; B: -20.7; C: 3.7; D: 3.8; E: i; F: -11.4; G: -1.3; H: -3.3; I: -8.5
CC(C)CC(=O)NC(=S)Nc1cccc(NC(=O)c2ccccc2)c1
  A: 34.0; B: -4.2; C: 5.4; D: -1.3; E: i; F: 13.4; G: -0.5; H: 5.5; I: -11.3
O=C(NCCCN1CCCC1=O)c1cc(NS(=O)(=O)c2ccc(F)cc2)cc(NS(=O)(=O)c2ccc(F)cc2)c1
  A: -1.7; B: -0.6; C: -0.1; D: 4.4; E: i; F: -3.7; G: -2.2; H: 6.0; I: 9.8
O=C(c1cc2ccccc2cc1O)N1CCN(c2ccccc2O)CC1
  A: -17.7; B: 13.2; C: -4.1; D: 0.8; E: i; F: -0.8; G: -0.8; H: -8.6; I: 2.0
Cc1ccc2[nH]c(=O)c(CN(Cc3cccs3)Cc3nnnn3Cc3ccccc3)cc2c1
  A: 8.6; B: 15.7; C: -0.9; D: -4.4; E: i; F: 13.0; G: 3.4; H: -0.2; I: 0.1
CCC(C)(C)n1c(=O)[nH]c2c(c1=O)CCC2
  A: -14.4; B: -13.9; C: -0.4; D: 3.1; E: i; F: 1.1; G: -3.0; H: 6.3; I: -0.1
OC(COC(c1ccc(Cl)cc1)c1ccc(Cl)cc1)CN1CCN(c2ccccn2)CC1 (configuration not stated)
  A: 3.3; B: 2.9; C: 0.7; D: -0.5; E: i; F: 15.9; G: -1.9; H: -4.5; I: -6.7
CN(C)c1cccc(CNC(=O)c2csc([C@@H]3O[C@H](CO)[C@H](O)[C@H](O)[C@H]3O)n2)c1
  A: 6.2; B: -14.9; C: 1.2; D: 3.9; E: i; F: -5.5; G: -1.6; H: -6.4; I: -6.5
CC1(C(=O)N2CC3(CC(c4cccc([N+](=O)[O-])c4)=NO3)C[C@H]2C(=O)NCC(N)=O)CC1 (some centres not stated)
  A: -1.9; B: 2.7; C: 0.3; D: 3.4; E: i; F: -9.0; G: -0.8; H: -9.9; I: 1.5
c1ccc(COc2ccc(-c3cc4nc(NCCN5CCOCC5)ccn4n3)cc2)cc1
  A: -30.0; B: 14.1; C: 6.5; D: -1.6; E: /; F: 7.4; G: -1.3; H: -22.4; I: -37.3
COc1cc(C2CC(=O)c3c([nH]c(C(=O)OCCOC(C)C)c3C)C2)cc(OC)c1OC (configuration not stated)
  A: 3.1; B: -14.6; C: -6.0; D: 14.1; E: i; F: -1.0; G: -6.8; H: 2.0; I: -13.8
O=C(NNC(=O)c1ccccc1Br)c1ccncc1
  A: 13.6; B: 14.3; C: 0.0; D: -1.4; E: i; F: -4.2; G: 0.1; H: -3.9; I: 2.7
Cc1ccc(S(=O)(=O)NCC(=O)N(CC2CCCO2)C(C(=O)NC2CCCCC2)C(C)C)cc1 (configuration not stated)
  A: 16.1; B: 14.7; C: 2.5; D: -0.7; E: i; F: -2.7; G: -2.2; H: 3.4; I: 1.9
COc1ccc(NC(=S)Nc2ccc(OC(F)F)cc2)cn1
  A: 26.2; B: -7.6; C: -1.6; D: -6.4; E: i; F: -0.1; G: -3.1; H: 11.4; I: -5.5
CCN(CC)CCNC(=O)NC(=O)c1ccc(Cl)cc1
  A: 3.2; B: 7.5; C: 1.3; D: -0.4; E: i; F: -6.3; G: 0.9; H: -14.0; I: 1.4
CCN(C)C1CN(Cc2cn(CCCOC)nn2)S(=O)(=O)C1 (configuration not stated)
  A: /; B: 7.2; C: /; D: -0.1; E: i; F: -13.3; G: -3.3; H: -2.8; I: -9.2
O=C1CN(C(=O)CSc2nc3ccccc3c(=O)n2Cc2ccc(F)cc2)c2ccccc2N1
  A: -80.5; B: 18.4; C: 4.6; D: -6.8; E: i; F: 46.9; G: 0.0; H: 7.1; I: 9.8
CC(C)C(NC(=O)c1ccco1)C(=O)NCC(c1ccco1)N1CCCCC1 (configuration not stated)
  A: 0.2; B: -10.7; C: 1.4; D: -0.8; E: i; F: -9.2; G: -3.7; H: 2.4; I: -10.8
COc1ccc(C(C(=O)NCC2CCCO2)N(Cc2ccco2)C(=O)c2snc(C(N)=O)c2N)cc1OC (configuration not stated)
  A: -7.9; B: -4.5; C: 0.5; D: 1.8; E: i; F: -7.8; G: -1.5; H: -0.9; I: 16.1
Cc1cc(C(C)(C)C)nc2[nH]n(-c3ccccc3)c(=O)c12
  A: -22.0; B: 4.8; C: -7.5; D: -2.6; E: i; F: -6.0; G: -2.0; H: 7.9; I: -6.2
CC1=NN(C(=O)c2cc(C)nn2C)C(O)(C(F)(F)F)C1 (configuration not stated)
  A: -0.2; B: -2.0; C: 0.5; D: 0.3; E: i; F: -11.5; G: -4.1; H: -1.6; I: -10.1
CCCc1c(O)nc(SCCN(CCC)CCC)[nH]c1=O
  A: 17.6; B: 3.0; C: -1.2; D: 1.8; E: i; F: -12.6; G: -0.1; H: -5.8; I: -3.8
COc1cccc(N2CCN(S(=O)(=O)c3ccc4c(c3)N(C(C)=O)CCO4)CC2)c1
  A: 6.0; B: -3.8; C: 3.5; D: -1.5; E: i; F: 6.1; G: -5.9; H: -3.3; I: -6.8
CCCCCCn1c(CN2CCN(C)CC2)nc2c1c(=O)n(C)c(=O)n2C
  A: 4.4; B: 7.1; C: -1.4; D: -9.1; E: i; F: 4.0; G: -7.7; H: -7.8; I: -1.4
CN(C)C(CNC(=O)c1cccs1)c1cccnc1 (configuration not stated)
  A: -5.7; B: 4.1; C: -0.7; D: 1.5; E: i; F: 0.1; G: -0.4; H: -5.7; I: -4.0
COc1cc(NC(=O)C2CCN(S(=O)(=O)c3cnc[nH]3)CC2)cc(OC)c1OC
  A: -2.0; B: 10.8; C: 0.0; D: 9.6; E: i; F: -4.8; G: -0.5; H: -1.2; I: 2.7
CC(=O)/C(=N/Nc1cccc(C)c1)N1CCOCC1
  A: 27.4; B: 2.8; C: -0.2; D: 3.2; E: i; F: -4.2; G: 1.3; H: -1.7; I: 3.5
COc1cc(/C=C/C(=O)c2ccc(C)cc2)ccc1OCC#N
  A: 6.8; B: -5.1; C: -2.0; D: 1.1; E: i; F: -0.3; G: -5.0; H: -1.5; I: -17.2
Cc1cc(-c2csc(NC(=O)c3ccc(C#N)cc3)n2)c(C)n1Cc1ccccc1
  A: -16.9; B: -1.2; C: -0.2; D: -0.5; E: i; F: 0.5; G: -3.6; H: -6.9; I: -13.0
Cc1cc([N+](=O)[O-])nn1CC(=O)NCCc1c[nH]c2ccccc12
  A: -17.2; B: -9.9; C: -0.7; D: 13.8; E: i; F: -0.1; G: -11.8; H: 4.2; I: 3.5
CSc1nc2ncc3c(n2n1)CC(C)(C)CC3=O
  A: -0.7; B: -14.5; C: 5.0; D: 1.4; E: i; F: -5.1; G: -2.0; H: -1.3; I: -5.4
CCCc1cc(=O)oc2cc(OCC(=O)N3CCc4ccccc43)ccc12
  A: 18.5; B: 18.5; C: 0.2; D: 5.8; E: i; F: 5.1; G: 3.0; H: 0.2; I: 8.5
COC(=O)CNC(=O)CNC(=O)c1nn(-c2ccc(OC)c(OC)c2)c(=O)c2ccccc12
  A: -0.8; B: -2.8; C: -0.2; D: 4.5; E: i; F: -4.8; G: 0.2; H: 2.2; I: 3.0
O=C(NCc1ccco1)c1nc(-c2ccccc2)n(-c2ccccc2)n1
  A: -3.2; B: 0.6; C: 1.5; D: 5.1; E: i; F: -1.1; G: -0.9; H: -12.9; I: 1.5
COc1ccc(C(CC(=O)O)NC(=O)c2ccco2)cc1OC (configuration not stated)
  A: -1.8; B: -23.5; C: -1.5; D: 1.7; E: i; F: -7.2; G: -2.3; H: 9.9; I: 3.0
Oc1cccc(/C=N/N2CCN(C3c4ccccc4-c4ccccc43)CC2)c1
  A: 0.4; B: 17.0; C: -1.1; D: -0.5; E: i; F: 14.8; G: -2.3; H: -1.2; I: -1.4
CCCc1cc(=O)[nH]c(SCc2ccccc2)n1
  A: 13.8; B: -8.3; C: 6.9; D: -1.1; E: i; F: -11.1; G: -10.2; H: 2.0; I: 2.6

Random excerpt: two entries already listed, in no set order.
Short forms – A = PABP1 MLLE inh; B = SKN-1 inh; C = Rin1-Abl PPI inh; D = MT1-MMP act inh; E = Neddylation inh; F = FAS TE block; G = bovine MsrA act; H = E coli Lon inh; I = CendR NRP1 mod
COc1cccc(N2CCN(S(=O)(=O)c3ccc4c(c3)N(C(C)=O)CCO4)CC2)c1
  A: 6.0; B: -3.8; C: 3.5; D: -1.5; E: i; F: 6.1; G: -5.9; H: -3.3; I: -6.8
CN(C)C(CNC(=O)c1cccs1)c1cccnc1 (configuration not stated)
  A: -5.7; B: 4.1; C: -0.7; D: 1.5; E: i; F: 0.1; G: -0.4; H: -5.7; I: -4.0

Later entries:
Short forms – A = PABP1 MLLE inh; B = SKN-1 inh; C = Rin1-Abl PPI inh; D = MT1-MMP act inh; E = Neddylation inh; F = FAS TE block; G = bovine MsrA act; H = E coli Lon inh; I = CendR NRP1 mod
Cc1nn(C)cc1/C=N/NC(=O)C1(O)c2ccccc2-c2ccccc21
  A: 3.2; B: -2.0; C: -2.3; D: -0.5; E: i; F: -13.4; G: -2.2; H: 2.2; I: 5.1
Cc1ccc(CCNS(=O)(=O)c2ccc3c(c2)NC(=O)CCS3)cc1
  A: 1.8; B: 14.1; C: -0.3; D: -2.7; E: i; F: 5.9; G: -3.3; H: -0.1; I: 2.0
O=S(=O)(NCCCCNS(=O)(=O)c1ccc(F)cc1)c1ccc(F)cc1
  A: 13.4; B: 1.4; C: -0.1; D: 1.6; E: i; F: -2.0; G: -3.3; H: -10.2; I: -4.6
Cc1ccc(NC(=S)NNC(=S)NC2CCCCC2)cc1
  A: 27.6; B: 6.9; C: -2.5; D: 1.4; E: i; F: -5.6; G: -1.6; H: -7.0; I: 0.9
CCN(CC(=O)NCc1cccs1)C(=O)c1cccc(S(=O)(=O)N(CC)c2ccccc2)c1
  A: -3.6; B: 4.4; C: 5.4; D: 2.8; E: i; F: 5.5; G: -9.6; H: -8.7; I: 7.4
COc1ccc(CCNC(=O)C(=O)NCC2CCCN2S(=O)(=O)c2ccccc2)cc1 (configuration not stated)
  A: -6.1; B: 1.8; C: 1.0; D: 0.0; E: i; F: -1.2; G: -8.0; H: 2.3; I: 6.7
